From PubChem
ERG-DNA inh: blocks human ERG Ets domain binding to DNA | P11308 | fluorescence polarization, His-ERG Ets domain / labelled DNA | Potency, µM (highest dose often 76.9 µM), for the others: at the highest dose FP activity, negative = inhibition, actives largely listed as inhibitors | 0.028% of 370,000 active | AID 624246; active = well fitted inhibition curve with a large enough effect in the polarisation, with a control signal flat; inconclusive = small, poorly fitted or top-dose-only effect, or effect the other way, or a change in a side signal; inactive = no such curve, though single readings can be large or run the other way; the % refers to the polarisation;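 also: polarization taken with two DNA probes labelled with fluorescein and Texas red; potency is read from the fitted curve at half-maximal effect; % of control where 0% means no effect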
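His-tagged ERG Ets domain (1 uM in the protein solution; 300mM KCl, 50mM Tris-HCl, 1mM EDTA, 1mM DTT, pH 7.5) received compound, then a probe mix of 5 nM fluorescein-DNA and 100nM Texas-615-DNA. Fluorescence polarization was read for both dyes.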
GLS inh: glutaminase GLS (human) inhibition; O94925; 0.21% of 410,000 active; AID 624170; GLS enzymatic activity, qHTS titration; Potency, µM (highest dose often 45.5 µM), for the others: at the top dose activity change, negative = inhibition, hits mostly inhibitors; also: potency is read from the fitted curve at half-maximal effect; % is scaled to controls: 0 for no effect and ±100 for the full control effect
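hKGA in 45 mM KH2PO4 (pH 8.2), 0.02% Tween-20 with compound, then 1mM L-Glutamine (stock as added) plus glutamate oxidase/HRP/Amplex red coupling mix. Fluorescence read initially and after 30 min at RT; signal change reflects glutamate formation.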
12-LOX inh: blocks human arachidonate 12S-lipoxygenase; Potency, µM (doses to about 108 µM), for inactives: at the highest dose activity change, negative = inhibition, actives largely listed as inhibitors; 1.1% of 580,000 active; purified 12hLO, xylenol orange hydroperoxide absorbance; P18054; AID 1671190; also: potency is read from the fitted curve at half-maximal effect; % is scaled to controls: 0 for no effect and ±100 for the full control effect
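Purified human 12hLO at 150 nM in 25 mM Hepes, 0.01% Triton X-100, pH 7.0, preincubated 15 min at room temperature with compound. Reaction started with 40 uM arachidonic acid, 30 min at room temperature. Hydroperoxide measured by Fe-xylenol orange, 573/405 nm absorbance ratio.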
BAZ2B block: BAZ2B (human) inhibition | AlphaScreen BAZ2B-H3K14Ac peptide displacement | Q9UIF8 | Potency, µM (series often up to 114 µM), without a hit: at the highest dose activity change, negative = inhibition, hits mostly inhibitors | 4.4% of 360,000 active | AID 504333; also: potency is read from the fitted curve at half-maximal effect; % is scaled to controls: 0 for no effect and ±100 for the full control effect; nearly all actives have a fitted effect of over 60% in size
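In this displacement format the biotinylated H3(5-23) peptide acetylated at Lys14 serves as ligand at 50 nM, with BAZ2B at 50 nM in PBS pH 7.4 containing 0.01% Tween-20. Donor and acceptor beads are 10 ug/mL final.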
RGS4 inhibitor: blocks human RGS4-accelerated GTP hydrolysis | P49798 | Transcreener GDP fluorescence polarization, RGS4-accelerated GTP hydrolysis | Potency, µM (top dose mostly 114 µM), inactives show at the highest dose activity change, negative = inhibition, hits mostly inhibitors | 0.039% of 390,000 active; also: potency is read from the fitted curve at half-maximal effect; % is scaled to controls: 0 for no effect and ±100 for the full control effect; nearly all actives have a fitted effect of over 75% in size; some results filed as inactive show a strong effect at the top dose
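MLSMR compounds (23 nl, pin-transferred) preincubated 10 min at room temperature with a 500nM (2x) first reagent, then RGS4 at 900nM (2x) plus Transcreener GDP mix added; fluorescence polarization (620/688 nm) read before and after 90 min at 30 °C.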
HP1b chromo inh: inhibitors of HP1-beta chromodomain binding to methylated histone tails | Potency, µM (highest dose often 114 µM), for the others: at the top dose activity change, negative = inhibition, hits mostly inhibitors | AID 540317 | 0.56% of 390,000 active | AlphaScreen HP1-beta / biotin-H3K9me3 peptide binding; also: potency is read from the fitted curve at half-maximal effect; nearly all actives have a fitted effect of over 70% in size; inactives centre near 23
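AlphaScreen: HP1-beta (50 nM) preformed 30 min with biotin-H3(1-18)K9me3 peptide (50 nM) in PBS pH 7.4, 0.01% Tween-20. Compound added for 30 min at RT, then streptavidin donor/nickel chelate acceptor beads (10 ug/mL) for 30 min.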
G9a block: blocks human histone lysine methyltransferase G9a; 8.8% of 350,000 active; Q96KQ7; G9a H3K9 monomethylation, AlphaScreen, 2 h; Potency, µM (series often up to 102 µM), without a hit: at the top dose activity, negative = inhibition, hits mostly inhibitors; also: potency is read from the fitted curve at half-maximal effect; % is scaled to controls: 0 for no effect and ±100 for the full control effect; nearly all actives have a fitted effect of over 75% in size
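Methyltransferase reactions run at room temperature for 2 h (20 nM enzyme, 500 nM biotin-H3K9 peptide, 20 uM SAM) after a 15 min compound preincubation; product detected by AlphaScreen beads and anti-H3K9me1 antibody.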
JMJD2A Tudor: JMJD2A Tudor domain (human) inhibition | O75164 | Potency, µM (highest dose often 114 µM), for inactives: at the top dose activity change, negative = inhibition, actives largely listed as inhibitors | 4.4% of 390,000 active | AlphaScreen JMJD2A-Tudor / H3K4me3 peptide binding; also: potency is read from the fitted curve at half-maximal effect; % is scaled to controls: 0 for no effect and ±100 for the full control effect; nearly all actives have a fitted effect of over 50% in size
Target sequence (O75164 whole entry, looked up, the tested form may be a part): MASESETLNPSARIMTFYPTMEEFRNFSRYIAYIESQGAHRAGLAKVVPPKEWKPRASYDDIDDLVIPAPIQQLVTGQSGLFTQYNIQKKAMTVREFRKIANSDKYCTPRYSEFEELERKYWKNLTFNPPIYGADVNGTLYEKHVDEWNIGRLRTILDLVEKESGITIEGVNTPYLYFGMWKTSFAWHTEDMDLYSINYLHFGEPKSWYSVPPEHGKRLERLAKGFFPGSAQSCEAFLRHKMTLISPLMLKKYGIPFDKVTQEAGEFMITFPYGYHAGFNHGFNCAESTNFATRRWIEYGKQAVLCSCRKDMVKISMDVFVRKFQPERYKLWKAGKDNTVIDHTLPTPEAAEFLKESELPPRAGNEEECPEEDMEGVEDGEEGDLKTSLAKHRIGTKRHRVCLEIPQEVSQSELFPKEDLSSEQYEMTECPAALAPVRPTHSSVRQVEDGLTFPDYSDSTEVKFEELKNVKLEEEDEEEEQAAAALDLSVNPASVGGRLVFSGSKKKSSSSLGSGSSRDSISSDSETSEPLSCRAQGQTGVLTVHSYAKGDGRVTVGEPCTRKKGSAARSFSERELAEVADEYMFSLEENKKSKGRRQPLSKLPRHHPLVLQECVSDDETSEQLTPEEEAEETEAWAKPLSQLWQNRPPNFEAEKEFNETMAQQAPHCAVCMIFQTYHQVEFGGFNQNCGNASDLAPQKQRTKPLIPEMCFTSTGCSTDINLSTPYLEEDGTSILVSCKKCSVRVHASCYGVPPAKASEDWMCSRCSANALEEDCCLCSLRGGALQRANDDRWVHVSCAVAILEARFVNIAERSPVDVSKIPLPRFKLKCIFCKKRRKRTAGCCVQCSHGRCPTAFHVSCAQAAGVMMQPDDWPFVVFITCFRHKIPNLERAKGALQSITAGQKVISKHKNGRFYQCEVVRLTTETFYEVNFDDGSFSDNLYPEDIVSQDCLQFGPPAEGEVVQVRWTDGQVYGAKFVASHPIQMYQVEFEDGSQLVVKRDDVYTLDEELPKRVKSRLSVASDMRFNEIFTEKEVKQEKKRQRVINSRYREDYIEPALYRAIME
PI4K2A block: blocks human PI4K2A kinase activity. purified PI4K2A, ADP-Glo luminescence, 1 h; hits give low values. 0.13% of 420,000 active. AID 1346378. activity change, negative = inhibition, % at 76.9 µM. Q9BTU6; in the data active = activity change below about -50%; inconclusive = mostly about -30% to -49%;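 also: -100% = wells without enzyme as full effect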
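PI4K2A activity was measured by ADP-Glo luminescence: enzyme (4 ug/mL stock) and phosphatidylinositol (1.2 mM stock) in Tris pH 7.5/MgCl2/EGTA/Triton X-100 buffer were reacted with ATP (300 microM stock) for one hour at ambient temperature.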
Numbers without * were called inactive; ? = inconclusive; / = no result given; [ ] = dose if it differs, or a comment. Unless noted, calls follow the shape of the dose curve; as a rule, active = well fitted curve in the direction sought with a large enough effect; inconclusive = small, poorly fitted or top-dose-only effect, or another doubt; inactive = no such curve, though single readings can be large; an effect the other way counts as inactive or inconclusive.

SMILES	ERG-DNA inh	GLS inh	12-LOX inh	BAZ2B block	RGS4 inhibitor	HP1b chromo inh	G9a block	JMJD2A Tudor	PI4K2A block
O=C(CCc1ccccc1)N/N=C\C1CC=CCC1 (stereo not drawn)	-13%	5%	5%	-1%	-4%	18%	/	-6%	-2
CCN(CC)c1ccc(NC(=O)CCNC(=O)c2ccco2)cc1	3%	0%	-13%	?	-3%	-39%	7.9µM*	?	0
CCN(CC)C(=O)c1sc2c(c1C)c(=O)n(-c1ccc(Cl)c(Cl)c1)c(=O)n2Cc1cc(=O)n2ccccc2n1	0%	-10%	-16%	8%	-37%	81%[activator]	?	-3%	0
CC(C)(C)NC(=O)CSC(=Nc1cccc(F)c1)NC#N	10%	8%	-22%	-6%[57.1 µM]	-8%	36%	-7%	-5%	-3
Cc1ccc(C)c(S(=O)(=O)N2CCCCC2CCNC(=O)C(=O)NCc2ccccc2)c1 (stereo not drawn)	0%	11%	-14%	-7%	?	-1%	-1%	-8%	-11
COc1ccc(OC)c(Cc2nnc(CCC(=O)NC3CCCCC3)o2)c1	-8%	-10%	-24%	-1%	-27%	44%[activator]	10%	1%	5
O=c1[nH]c2ccccc2nc1/C=C/c1ccc(O)cc1	32%[activator]	11%	?	2%	17%	57%[activator]	26%	10%	-1
Cc1cccc(NC(=O)CN2c3ccccc3S(=O)(=O)c3ccccc32)c1C	7%	-1%	-30%	-11%	22%	6%	5%[59 µM]	?	-4
Cc1ccc(-c2cc(C(F)(F)F)n3nc(-c4ccc(Cl)cc4)cc3n2)cc1	-1%	-6%	-8%	14%	14%	19%	-2%[59 µM]	-2%	1
O=S(=O)(NNc1ccc(F)cc1F)c1cccc(Cl)c1	-4%	?	?	?	?	?	1.3µM*	10µM*	4
COc1cccc(C(c2cccc(OC)c2)c2ccccc2C(=O)O)c1	-13%	-7%	-8%	/	11%	31%	/	-6%	1
N#Cc1c(N2CCN(C(=O)c3ccccc3)CC2)nc(-c2ccccc2)c2c1CCCC2	2%	1%	-22%	7%	1%	104%[activator]	-3%[12.7 µM]	28%	3
CN(C(=O)c1cccc(NC(=O)Cc2ccc(NC(=O)C3CCCN(C(=O)C4CCC4)C3)cc2)c1)C1CCCCC1 (stereo not drawn)	9%	-2%	66%[activator]	/	-12%	35%	/	-17%	-1
CN(C)S(=O)(=O)c1ccc(NC=O)cc1	13%	4%	6%	-2%	-10%	0%	-4%	-1%	-3
COc1ccccc1NC(=O)CSc1nnc(-c2ccncc2)o1	-5%	3%	-8%	1%	-12%[56.9 µM]	43%[activator]	-15%[59 µM]	-12%[57.1 µM]	-5
O=c1cnc2ccccc2n1CC1CCCCC1	/	9%	3%[57.4 µM]	-3%	-4%	29%	?	-7%	-2
Cc1ccc(NC(=O)CN(C)C(=O)CSc2nc3ccccc3o2)cc1	0%	9%	0%	-14%	3%	15%	-7%	-8%	-4
CCC1(C)Cc2ccccc2-c2nc(NCCO)[nH]c(=O)c21 (stereo not drawn)	1%	9%	8%	-2%	-36%	5%	-36%[59 µM]	-8%	10
CC1(C)CC(=O)c2cc3c(nc2C1)CC(C)(C)CC3=O	0%	-1%	-4%	-2%	15%[11.4 µM]	65%[activator]	-42%	4%	-1
COCCN(Cc1ccccc1)C(=O)c1cccc(S(=O)(=O)N2CCCc3ccccc32)c1	-4%	0%	3%	15%	3%	15%	17%[12.7 µM]	1%	1
CS(=O)(=O)c1sc2nc(-c3ccccc3)cc(-c3ccccc3)c2c1N	-8%	-7%	-27%	28%	?	155%	6%[59 µM]	21%	-7
Cc1ccccc1N(C(=O)c1snc(C(N)=O)c1N)C(C(=O)NC1CCCC1)c1ccco1 (stereo not drawn)	0%	-2%	8%	-5%	12%	14%	7%	-12%	-12
Cc1cc(C)n2c(Br)c(CSc3nc4ccccc4o3)nc2n1	8%	-7%	?	-4%	-51%	30%	?	?	0
CC(OC(=O)c1ccc2c(c1)C(=O)N(Cc1ccncc1)C2=O)C(=O)Nc1cccc(Cl)c1Cl (stereo not drawn)	8%	10%	5%	0%	-5%	-5%	89µM*	-28%	-1
Cc1ccc(S(=O)(=O)NCC2CCCO2)cc1[N+](=O)[O-] (stereo not drawn)	4%	5%	-6%	4%	-13%	54%[activator]	4%[59 µM]	-9%[57.1 µM]	-4
Cn1nc(NC(=O)CC(C)(C)CC(=O)O)c2ccccc21	-5%	-10%	?	-6%	-1%	16%	/	10%	4
O=C(COC(=O)[C@H](Cc1ccccc1)NC(=O)c1cccs1)Nc1cc(F)ccc1F	/	-13%	-12%	0%	?	34%	18%[59 µM]	-8%	-2
CC(=O)Nc1ccc2c(COC(=O)CC3Sc4ccccc4NC3=O)cc(=O)oc2c1 (stereo not drawn)	10%	?	-21%	56µM*	-26%	?	/	79µM*	-8
O=C(NCc1ccco1)c1ccccc1-c1ccccc1	7%	-4%	-14%	3%	-28%	19%	-19%	-14%	2
CCCOC(=O)c1ccc(Oc2cn[nH]c2-c2ccc(OC)cc2O)cc1	-10%	13%	?	-2%	-24%	30%	4%	-18%	6
Cc1ccccc1CN1CCN(S(=O)(=O)c2cccs2)CC1	4%	1%	-1%	0%	-17%	81%[activator]	82%[activator]	-5%[11.4 µM]	0
Cc1nn(Cc2ccc(Cl)cc2)c(C)c1NC(=O)c1noc2c1CCCCC2	-7%	-2%	-29%	-9%	0%	25%	14%[59 µM]	-16%	0
O=C(C(=NNc1ccccc1)c1ccccc1)c1ccccc1	3%	-12%	-12%	/	1%	?	/	?	0
Cc1ccc(N2C(=O)c3ccccc3C(C)(C)C2=O)cc1	7%	1%	-11%	-14%	-17%	36%[activator]	0%	1%	2
O=C(Nc1nc2ccccc2[nH]1)C12CC3CC(CC(C3)C1)C2	-5%	5%	-3%	-32%	11%	22%	-3%[59 µM]	-23%	1
COCCCNc1nc(SCc2ccccc2)nc2sc3c(c12)CCC3	-4%	1%	0%	-5%	-26%	24%	27%[12.7 µM]	-11%	-5

Looked up by compound from above (6):
SMILES	ERG-DNA inh	GLS inh	12-LOX inh	BAZ2B block	RGS4 inhibitor	HP1b chromo inh	G9a block	JMJD2A Tudor	PI4K2A block
COCCCNc1nc(SCc2ccccc2)nc2sc3c(c12)CCC3	-4%	1%	0%	-5%	-26%	24%	27%[12.7 µM]	-11%	-5
CCCOC(=O)c1ccc(Oc2cn[nH]c2-c2ccc(OC)cc2O)cc1	-10%	13%	?	-2%	-24%	30%	4%	-18%	6
Cn1nc(NC(=O)CC(C)(C)CC(=O)O)c2ccccc21	-5%	-10%	?	-6%	-1%	16%	/	10%	4
O=C(Nc1nc2ccccc2[nH]1)C12CC3CC(CC(C3)C1)C2	-5%	5%	-3%	-32%	11%	22%	-3%[59 µM]	-23%	1
O=C(C(=NNc1ccccc1)c1ccccc1)c1ccccc1	3%	-12%	-12%	/	1%	?	/	?	0
Cc1ccc(N2C(=O)c3ccccc3C(C)(C)C2=O)cc1	7%	1%	-11%	-14%	-17%	36%[activator]	0%	1%	2

(listing goes on)
SMILES	ERG-DNA inh	GLS inh	12-LOX inh	BAZ2B block	RGS4 inhibitor	HP1b chromo inh	G9a block	JMJD2A Tudor	PI4K2A block
COc1cc2c(cc1OC)C(C)N(C(=O)CCN1C(=O)C3C4C=CC(C4)C3C1=O)CC2 (stereo not drawn)	0%	2%	0%	7%	0%	56%	10%[59 µM]	3%	-12
CC(C)Sc1nc2ccc(Br)cc2[nH]1	-8%	-1%	-7%	5%	-6%	26%	16%	-10%	1
CCOc1ccc(N/C=C/C(=O)c2ccccc2)c([N+](=O)[O-])c1	1%	-4%	10%	?	7%	?	8.9µM*	?	?
CCn1cc(Br)c(C(=O)Nc2cccc(Cl)c2)n1	4%	0%	11%	1%	-15%	91%[activator]	-9%[59 µM]	24%	8
O=S(=O)(c1ccccc1)n1ccc2ccccc21	-1%	4%	-2%	211%[activator]	-26%	116%[activator]	241%[activator]	64%[activator]	9
N#Cc1ccc(OCC(=O)N2CCN(C(=O)c3ccco3)CC2)cc1	5%	0%	28%	0%	35%	22%	57%[activator][2.33 µM]	-14%	7
CN(C)c1ncnc2c1NC1=C(S2)C(=NCCCC(=O)O)CC(C)(C)C1	2%	-12%	161%[activator]	?	?	30%	?	-18%	-4
Nc1nnc(SCc2ccccc2Cl)s1	2%	-10%	/	-15%	27%	34%	2%[59 µM]	0%	4
N=c1ccn(Cc2c(Cl)cccc2Cl)cc1	-6%	-3%	0%	3%	21%	-20%	9%	-22%	-12
COC(=O)N/N=C\c1cc2c(cc1Br)OCO2	15%	-1%	-9%	-8%	23%	35%	-25%	-6%	-1

The list is partial; the hit share may differ from the screen's.
